# D1 agonist – human D1 receptor agonism. P21728. HEK293 T-REx D1 cells, calcium flux, agonist mode. activation, % at 2 µM. 360,000 tested, 1% active. AID 504660; in the data active = activation above about 30%; also: 0% is about no effect
#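 Tetracycline-induced HEK293 TREx D1 cells, force-coupled to calcium signalling, were dye-loaded with a no-wash calcium kit. Compound was pin-added after a 10 s baseline. Fluorescence was read kinetically at 1 cycle/s for 180 s, with calcium rises flagged as agonism.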
# D1 antag – human D1 dopamine receptor antagonism; HEK293 TREx D1 cells, calcium flux, dopamine EC80; stronger effect = lower value; activity change, negative = inhibition, % at 10 µM; 360,000 tested, 3.2% active; in the data active = activity change below about -30%; also: % is scaled to controls: 0 for no effect and ±100 for the full control effect
#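 Kinetic fluorescence of a calcium dye serves as the read-out. D1-expressing Hek293 Trex cells, induced overnight at 30 C, are exposed to compound for 180 s before an EC80 dopamine addition, then read 180 s further.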
# D1 PAM – enhances dopamine response at the human D1 receptor | AID 504651 | P21728 | 360,000 tested, 0.036% active | HEK293 TREx D1 cells, calcium flux, dopamine EC20 potentiation | potentiation, % at 10 µM; in the data active = potentiation above about 30%; also: 0% is about no effect
# RXFP1 agonist – agonists of human relaxin receptor RXFP1; AID 2676; HEK293T-RXFP1 cAMP TR-FRET, 30 min; response scale: percent of porcine relaxin response, buffer zero; Potency, µM (highest dose often 57.5 µM), for inactives: at the highest dose activation, most hits filed as activators; Q9HBX9; 370,000 tested, 0.3% active; also: potency is read from the fitted curve at half-maximal effect; % is scaled to controls: 0 for no effect and ±100 for the full control effect; nearly all actives have a fitted effect of over 60% in size; many of its hits are not listed in these tables
#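 cAMP rise read by TR-FRET after 30 min, 37C compound exposure (up to 58 uM) in RXFP1-transfected HEK293 cells with Ro 20174 present. EC50 from Hill-equation fits, with 29 nM porcine relaxin as 100% and buffer as basal.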
# Vif-A3F inh – inhibitors of Vif-A3F interaction; HeLa A3F-eYFP + Vif (tagged APOBEC3F with the HIV-1 protein that degrades it), YFP fluorescence increase; Potency, µM (top dose mostly 46.1 µM), for inactives: at the top dose activity, negative = active; 390,000 tested, 0.2% active; AID 602313; also: potency is read from the fitted curve at half-maximal effect; % of control where 0% means no effect; nearly all actives have a fitted effect of over 65% in size
#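 HeLa cells stably expressing Vif plus C-terminally eYFP-tagged A3F were seeded, incubated overnight at 37 deg C, dosed with compound, incubated overnight again at 37 deg C. Yellow fluorescence (Ex 488/Em 500-530) reported blocked Vif-mediated A3F-eYFP degradation.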
# LDHA block – inhibitors of human lactate dehydrogenase A | P00338 | purified LDHA, NADH/diaphorase-resazurin fluorescence; stronger effect = lower value | activity change, % (values are at about 110 or 230 µM) | 480,000 tested, 0.15% active | AID 1347041; in the data active = activity change below about -30%; inconclusive = mostly about -25% to -30%;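 also: plate controls were DMSO wells for no effect and wells without enzyme for full effect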
#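 Human LDH5 (2 nM) was incubated with 0.06 mM NADH and 0.2 mM pyruvate for 5 min at room temperature in Tris pH 7.4. Remaining NADH was coupled through diaphorase/resazurin, and resorufin fluorescence was read at 0 and 20 min.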
# Vif-A3G inh – blocks the Vif interaction with human APOBEC3G; 410,000 tested, 0.076% active; AID 602310; Potency, µM (highest dose often 46.1 µM), without a hit: at the highest dose activity, negative = active, most hits filed as inhibitors; Q9HC16; HeLa A3G-eYFP + Vif (tagged APOBEC3G with the HIV-1 protein that degrades it), YFP fluorescence, overnight;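 also: potency is read from the fitted curve at half-maximal effect; % is scaled to controls: 0 for no effect and ±100 for the full control effect; nearly all actives have a fitted effect of over 60% in size; hits raise eYFP signal because A3G escapes Vif-driven loss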
# Target sequence (Q9HC16 whole entry, looked up): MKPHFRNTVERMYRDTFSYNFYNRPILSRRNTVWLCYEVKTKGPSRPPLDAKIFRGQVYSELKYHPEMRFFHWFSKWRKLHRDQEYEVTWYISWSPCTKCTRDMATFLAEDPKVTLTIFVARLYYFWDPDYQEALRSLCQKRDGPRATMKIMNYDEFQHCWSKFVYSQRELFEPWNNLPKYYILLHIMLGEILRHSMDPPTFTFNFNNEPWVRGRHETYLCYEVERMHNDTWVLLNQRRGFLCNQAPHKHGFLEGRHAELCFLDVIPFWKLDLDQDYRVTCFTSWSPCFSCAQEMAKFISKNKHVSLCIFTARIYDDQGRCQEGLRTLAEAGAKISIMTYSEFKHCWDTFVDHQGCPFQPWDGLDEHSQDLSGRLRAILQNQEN
#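 Read-out is eYFP fluorescence (Ex 488/Em 500-530) from Vif-expressing HeLa A3G-eYFP cells; more signal means A3G escaped Vif-mediated degradation. Cells plated overnight, compound pinned in, incubated overnight at 37 deg C.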
# GRP78 ERSR act – induces the endoplasmic reticulum stress response in human glioma cells. 420,000 tested, 0.02% active. Potency, µM, for the others: at the highest dose activation, actives largely listed as activators. U87-MG GRP78 promoter luciferase reporter, 16 h; also: potency is read from the fitted curve at half-maximal effect; series mostly up to about 76 µM; % of control where 0% means no effect; nearly all actives have a fitted effect of over 35% in size
#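 Stably transfected U87-MG human glioma cells carrying a GRP78-based luminescent sensor were seeded at 1000 cells/well, pin-dosed with compounds and incubated 16 h. Luciferase reagent was then added, and end-point luminescence was read after 10 min at room temperature.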
# D2 PAM – positively modulates the human D2 dopamine receptor allosterically; P14416; HEK293 T-REx D2, calcium flux, EC20 dopamine potentiation; potentiation, % at 10 µM; 340,000 tested, 0.34% active; AID 485347;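 active = potentiation over 3 SD above the plate norm, cut at about 30% in these data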; also: 0% is about no effect
# Target sequence (P14416 whole entry, looked up): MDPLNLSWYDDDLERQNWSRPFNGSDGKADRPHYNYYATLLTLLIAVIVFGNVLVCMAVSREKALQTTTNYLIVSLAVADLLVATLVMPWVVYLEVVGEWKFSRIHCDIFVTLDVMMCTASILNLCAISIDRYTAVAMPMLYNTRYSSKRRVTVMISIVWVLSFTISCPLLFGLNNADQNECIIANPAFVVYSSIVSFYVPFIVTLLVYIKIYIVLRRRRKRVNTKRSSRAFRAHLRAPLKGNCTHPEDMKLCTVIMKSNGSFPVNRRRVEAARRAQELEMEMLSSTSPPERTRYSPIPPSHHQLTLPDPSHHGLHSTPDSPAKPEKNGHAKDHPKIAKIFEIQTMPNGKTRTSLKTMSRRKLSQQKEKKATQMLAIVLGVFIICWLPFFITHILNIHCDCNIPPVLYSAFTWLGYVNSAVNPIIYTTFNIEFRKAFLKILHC
#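 Primary screen. Calcium kinetics in induced HEK293 T-REx D2 cells: compound pre-addition 180 s, EC20 dopamine, 180 s more.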
# An asterisk follows results filed as active; ? = inconclusive; . = no result given; & = joins results of further samples. Unless noted, calls follow the shape of the dose curve; as a rule, active = well fitted curve in the direction sought with a large enough effect; inconclusive = small, poorly fitted or top-dose-only effect, or another doubt; inactive = no such curve, though single readings can be large; an effect the other way counts as inactive or inconclusive.
SMILES,D1 agonist,D1 antag,D1 PAM,RXFP1 agonist,Vif-A3F inh,LDHA block,Vif-A3G inh,GRP78 ERSR act,D2 PAM
Cc1ccc(-n2nc(C(=O)Nc3cccc(C#N)c3)c3c4ccccc4n(C)c3c2=O)cc1,-1,13,3,6.0%,.,0,.,.,11
O=C(CSc1nnc2n1CCCCC2)Nc1ccc(N2CCOCC2)cc1,2,-9,-3,-0.2%,-6%,-4,2%,0%,0
CSc1ccc(NC(=O)NN(c2ccccc2)C2CCS(=O)(=O)C2)cc1 (stereo not drawn),.,.,.,.,1%,-5,1%,-6%,.
O=C(NCC(c1ccco1)N1CCc2ccccc21)C(=O)Nc1ccccc1F (stereo not drawn),1,-3,-10,2.7%,-15%,-3,-26%,-6%,-4
CS(=O)(=O)N1CCN=C1SCc1ccc(F)cc1,1,-13,0,1.3%,-5%,-8,-1%,1%,7
Cc1ccc(NC(=O)Cn2nnc(C(=O)NCCc3ccccc3)c2N)cc1C,4,3,-3,4.6%,1%,-1,-3%,-4%,-8
COc1cc(CNC2CCCCC2OC)cc(OC)c1 (stereo not drawn),4,7,-5,2.6%,-6%,-15,0%,-7%,-5
Cc1noc(C)c1CSCC(=O)Nc1nc(-c2ccc(F)c(F)c2)cs1,16,-43*,-11,1.0%,-3%,-5,-7%,-9%,16
Cc1sc2nc3c4ccccc4c(NCc4ccco4)nn3c(=O)c2c1C,1,3,-1,4.5%,-3%,-5,1%,7%,.
CCOC(=O)NC(c1ccccc1)C1CCCCC1=O (stereo not drawn),3,9,-1,-0.4%,.,-9,1%,-3%,.
CC(NC(=O)C1CCN(c2nnc(-n3cccc3)s2)CC1)C12CC3CC(CC(C3)C1)C2 (stereo not drawn),1,0,-7,2.0%,0%,-6,1%,-4%,6
CCOC(=O)c1[nH]c(C(=O)O)c(CCC(=O)OC)c1C,4,-9,-2,-3.2%,-1%,-6,1%,-1%,2
O=C1NC(Cc2ccc(O)cc2)c2nc3ccc(F)cc3c(=O)n2-c2cc3ccccc3cc21 (stereo not drawn),.,.,.,.,-22%,1,-12%,-4%,.
Cc1ccc(CNC(=O)C(=O)NCC2CCCN2S(=O)(=O)c2cc(C)ccc2C)cc1 (stereo not drawn),9,-25,-3,0.4%,8%,2,1%,-4%,7
COC(=O)c1[nH]c(C)c(/C(O)=C2\C(=O)C(=O)N(CCN3CCOCC3)C2c2cccs2)c1C (stereo not drawn),0,-11,-2,5.7%,0%,-6,-16%,-4%,.
COc1cc(NC(=O)COC(=O)C2CC(O)CN2S(=O)(=O)c2ccc(Cl)cc2)c(C)cc1[N+](=O)[O-] (stereo not drawn),.,.,.,.,8%,-2,1%,-3%,.
O=c1n(Cc2ccc(F)cc2)nc2n1-c1cc(Cl)ccc1OC2,1,0,-1,0.0%,-3%,-4,-10%,-3%,-5
O=C1CN(C(=O)c2cc3ccccc3oc2=O)C(c2ccccc2)c2cc(F)ccc2N1 (stereo not drawn),1,-14,-4,3.0%,-5%,-1,2%,-4%,3
Cc1ccccc1NC(=O)CCS(=O)(=O)c1ccc(Br)cc1,2,-8,-9,-1.1%,-7%,-2,0%,-3%,3
CCc1cc2c(cc3c(=O)n(CC(=O)N4CCN(c5cc(Cl)ccc5C)CC4)ncn32)s1,4,5,-3,?,-3%,-5,-10%,-3%,-11
Cc1ccc2[nH]c(=O)c(C3=NN(C(=O)CCC(=O)O)C(c4cccs4)C3)c(-c3ccccc3)c2c1 (stereo not drawn),3,-8,-5,2.4%,-5%,-4,2%,-2%,13
CCOc1ccccc1N/C(=C(/C(Cl)=C(Cl)Cl)[N+](=O)[O-])n1cncn1,1,-39*,-11,1.0%,5%,7,-10%,2%,1
O=C1NC(=Nc2ccc(Cl)cc2)SC1Cc1cc(Cl)ccc1Cl (stereo not drawn),2,-1,-5,-2.2%,-1%,-9,-22%,-4%,-4
Cc1ccc2c(CN(C)Cc3ccccc3)cc(=O)oc2c1C,2,19,-8,2.4%,-14%,-3,0%,7%,-2
Cc1occc1C(=O)N/N=C/c1ccc(Br)s1,1,-4,0,5.5%,2%,-5,-4%,-1%,-12
# Next part
SMILES,D1 agonist,D1 antag,D1 PAM,RXFP1 agonist,Vif-A3F inh,LDHA block,Vif-A3G inh,GRP78 ERSR act,D2 PAM
Nc1nc(NC(=O)CCC(=O)O)nn1-c1ccccc1,2,0,8,0.0%,4%,7,1%,-1%,2
Cc1cccc(Cn2cc(/C=C(/C#N)C(=O)Nc3cccc(Cl)c3)c3ccccc32)c1,11,6,-2,2.4%,2%,1,-4%,-4%,-3
Cc1nnc(SCC(=O)N2CCOCC2)n1C,2,3,-6,-0.2%,.,0,6%,0%,2
CN(C)c1cc2c(cc1NC(=O)c1ccccc1Cl)n(C)c(=O)n2C,3,-1,-4,0.0%,-9%,-1,-4%,-2%,8
CCN(CC)C(=O)/C(=C/c1cccc([N+](=O)[O-])c1)NC(=O)c1ccco1,-1,-1,-3,-0.2%,-3%,-12,-1%,-4%,.
CCOC(=O)C1CCCN(c2cc(=O)n(-c3ccccc3Cl)c(=O)[nH]2)C1 (stereo not drawn),0,8,-5,0.3%,4%,-13,-6%,1%,-6
COC(=O)c1ccc(NC(=O)Cn2cnc3c(nnn3-c3cccc(OC)c3)c2=O)cc1,4,0,-3,-2.1%,0%,-7,3%,1%,-3
O=[S+]([O-])(c1ccc2nsnc2c1)N1CCN([S+](=O)([O-])c2c(F)cccc2F)CC1,2,8,-3,.,.,-2,.,.,.
O=C(OCC(=O)N1CCOCC1)c1ccc(O)cc1,4,-18,-8,3.0%,3%,-7,0%,0%,6
O=C(O)c1c(Cl)cccc1Nc1ccccc1,.,.,.,.,-4%,-10,0%,-2%,.
Cc1ccc(-c2nnc(N3CCN(S(C)(=O)=O)CC3)c3ccccc23)cc1,2,0,-2,-1.5%,3%,2,-1%,-4%,5
COc1ccc(NS(=O)(=O)c2ccc3c(c2)NC(=O)CO3)cc1,-2,13,3,-0.1%,-3%,-8,0%,-4%,0
O=C1NC(=O)c2cc(NC(=O)C3CCCO3)ccc21 (stereo not drawn),1,-8,-5,-0.1%,-7%,-4,1%,-2%,-1
COc1cc(C(=O)C(=O)c2ccc(OC)c(OC)c2)ccc1O,.,.,.,.,7%,-1,4%,1%,.
CCOC(=O)C(CC)n1nc(C)c2c(C)n(-c3ccc(C)cc3)nc2c1=O (stereo not drawn),5,-48*,-4,-0.7%,.,-4,.,.,10
CC(=O)OC(COc1ccccc1)Cn1cnc2cc(C)c(C)cc21 (stereo not drawn),3&27,-4&17,-4&-5,2.2%&0.6%,1%&3%,-3&-1,0%&2%,0%&-3%,-2
Cn1c(SCC(=O)NNC(=O)c2ccccc2O)nnc1-c1ccccc1,1,-3,13,4.0%,3%,12,-5%,4%,.
CC(C)C12CN3CC(C(C)C)(CN(C1)C3c1ccc(OCc3ccccc3)cc1)C2=O (stereo not drawn),0,-3,4,-1.0%,4%,-13,4%,0%,-3
Cc1ccc(OCC(=O)NNC(=O)c2cccnc2)cc1C,0,4,2,0.4%,0%,-4,-1%,2%,7
CCn1c(=O)c2cc(C(=O)N(C)c3ccc(OC)cc3OC)sc2c2ccccc21,2,6,7,1.6%,1%,-1,-2%,-6%,.
COc1ccc(CCNC(=O)c2ccc(Cl)nc2)cc1,2,-18,.,0.5%,12%,-14,0%,1%,-6
COc1ccc(C(=O)OCC(=O)Nc2ccc(Cl)cn2)cc1,2,-10,-4,3.3%,-5%,-4,1%,-2%,-4
CCN(CC)S(=O)(=O)c1ccc(NC(=O)C2CC(=O)N(c3ccc4c(c3)OCCO4)C2)cc1 (stereo not drawn),.,.,.,.,-4%,-1,-2%,-6%,.
COc1cccc(C(=O)Nc2nnc(S(=O)(=O)N(C)Cc3ccccc3)s2)c1,1,-11,0,7.9%,4%,0,4%,-5%,-5
BrC(=C\c1ccccc1)/C=N/N1CCN(Cc2ccccc2)CC1,3,0,-12,0.7%,-2%,-5,-5%,4%,-13
# (continued)
SMILES,D1 agonist,D1 antag,D1 PAM,RXFP1 agonist,Vif-A3F inh,LDHA block,Vif-A3G inh,GRP78 ERSR act,D2 PAM
Cc1ccccc1-c1nsc(SCC(=O)c2ccc(Cl)cc2)n1,5,-8,0,0.5%,-8%,-3,-5%,-3%,0
CCCCN(CC)Cc1ccc(CNC(=S)Nc2ccc(C)cc2Cl)o1,2,-17,-13,0.3%,22%,0,0%,-13%,-21
C=CCn1c(-c2cc(-c3ccccc3)sc2N)n[nH]c1=S,1,-24,-2,-0.2%,-13%,-4,0%,-1%,10
O=C(CN1C(=O)C2C3c4ccccc4C(c4ccccc43)C2C1=O)N1CCOCC1 (stereo not drawn),4,-11,-3,2.1%,1%,0,0%,-6%,12
COc1cccc(/C=C/c2ccc3cccc(O)c3n2)c1,6,-6,3,0.8%,-16%,20,5%,-6%,-6
O=C(c1ccccc1)c1ccc(Sc2ccc([N+](=O)[O-])cc2)cc1,16,-31*,-2,0.2%,2%,-4,4%,-4%,4
Cc1cc(C)n(CCO)c(=O)n1,3,6,-4,-0.5%,-3%,-7,5%,-6%,-15
O=C(CN1CCOCC1)N1CCN(c2ccc3ccccc3n2)CC1,1,-12,-4,-0.5%,.,.,.,.,-6

# Looked up above:
# LDHA block with COc1cccc(/C=C/c2ccc3cccc(O)c3n2)c1 stands at 20
# RXFP1 agonist with O=C(CN1CCOCC1)N1CCN(c2ccc3ccccc3n2)CC1 stands at -0.5%
# Vif-A3F inh with O=C1NC(=O)c2cc(NC(=O)C3CCCO3)ccc21 (stereo not drawn) stands at -7%

# Screens as filed in PubChem BioAssay.

# Only part of the results is shown (hit frequency here may not be typical).
